Bioassay records from PubChem BioAssay.
Growth percent in the NCI-60 one-dose screen (48 h, 10 µM unless noted): 100 = growth as untreated, 0 = no growth, -100 = all killed.
KM12: KM12 colon cancer cells | actives 5% (n = 82,000)
SNB-75: SNB-75 CNS cancer; actives 5% (n = 79,000); AID 1794750
HT29: HT29 colon cancer; actives 7.4% (n = 81,000); AID 1794748
SF-539: SF-539 CNS cancer; AID 1794752; actives 6.8% (n = 81,000)
SNB-19: SNB-19 CNS cancer cells; AID 1794751; actives 2.5% (n = 81,000)
DU-145: DU-145 prostate cancer; actives 4.2% (n = 81,000); AID 1794760
HCC-2998: HCC-2998 colon cancer; actives 4.7% (n = 79,000); AID 1794799
PC-3: PC-3 prostate cancer cells. AID 1794754. actives 3.9% (n = 80,000)
SW-620: SW-620 colon cancer | actives 5.2% (n = 82,000)
* hit, by the source's call; . = no result given; & = joins results of further samples. The calls were made as follows: active = growth percent below 10; inactive = the rest. Random draw from the library, and some 11% of all compounds hit somewhere here.

SMILES	KM12	SNB-75	HT29	SF-539	SNB-19	DU-145	HCC-2998	PC-3	SW-620
CCN(CC)c1ccc(N=C2C=CC(=O)C=C2NC(C)=O)cc1	99	97	104	95	116	111	.	84	89
COc1ccc(-c2nnc(COc3ccc(NS(=O)(=O)c4ccc(C)cc4)cc3F)o2)cc1	83	76	103	79	88	92	95	74	105
O=C1OC(COCC#Cc2ccccc2)CN1c1ccccc1 (centres undefined)	99	95	102	96	109	107	121	99	114
N#Cc1n[nH]n2c1nc(=O)c1c3c(sc12)CCCC3	99	98	88	106	105	104	107	97	105
N=Nc1nc(-n2c(O)ccc2O)n[nH]1	108	110	108	99	102	107	104	102	111
O=C(OCCSCCOC(=O)C1CC=CCC1)C1CC=CCC1 (centres undefined)	107	91	114	104	111	113	95	99	104
N#Cc1c(N2CCNCC2)nc2sc3cc(Cl)c(Cl)cc3n2c1=N	115	62	99	86	99	122	118	94	99
CN(C)c1ccc(C2(c3ccc(N(C)C)cc3)OC(=O)c3ccccc32)cc1	102	95	83	103	97	109	93	92	97
N#Cc1c(-c2cccs2)cc(-c2cnccn2)nc1SCC(=O)N/N=C/c1ccc(Cl)cc1	97	96	104	100	105	104	119	94	93
O=C(NCCN1CCOCC1)C(Cl)Cl	102	98	113	97	94	113	107	110	101
c1ccc(-c2nn(-c3ccccc3)c3nccc(-c4cccs4)c23)cc1	105	98	102	102	100	103	114	101	101
CC(C)C1=C[C@@]23CC[C@@H]4[C@](C)(CCC[C@]4(C)C(=O)N4CCOCC4)[C@H]2C[C@@H]1[C@H]1C(=O)CCC(=O)[C@H]13	99	90	101	102	103	113	105	69	113
NNC(=O)CSCc1nc(N)nc(Nc2ccccc2F)n1	106	85	113	98	98	110	114	99	102
COc1ccc(-c2cc(C(=O)N3N=C(c4ccc(N)cc4)CC3c3ccccc3)c3ccccc3n2)cc1 (centres undefined)	25	-1.8*	10	13	48	22	60	32	23
OC(COC(N(F)F)(N(F)F)N(F)F)C(O)COC(N(F)F)(N(F)F)N(F)F (centres undefined)	109	85	103	126	88	121	102	97	101
Nc1nccc(OCCO)n1	98	89	88	101	101	104	97	103	107
CNC(=S)NS(=O)(=O)c1ccc(NNc2c3ccccc3nc3ccccc23)cc1	84	98	90	102	106	99	91	68	105
Fc1ccc(COc2cccc(-c3nc4sccn4c3-c3ccccc3)c2)cc1	98	104	99	107	95	109	105	95	101
CCn1c(SCC(=O)N2CCN(c3cc4c(cc3F)c(=O)c(C(=O)O)cn4C3CC3)CC2)nnc1-c1ccc(OC)c(OC)c1	98	95	89	100	103	115	96	96	108
Cc1ccccc1OS(=O)(=O)c1cccc([N+](=O)[O-])c1	104	79	92	97	97	113	110	102	111
CCC(/C=N/NC(=O)c1ccc([N+](=O)[O-])cc1)CC	94	82	102	102	105	104	105	92	97
CCCCn1c(=O)c(/C=C/C(=O)/C=C(O)/C=C/c2cc3cc(Cl)ccc3n(CCCC)c2=O)cc2cc(Cl)ccc21	102	90	105	106	93	121	114	97	105
COC(=O)c1cc([N+](=O)[O-])cc2ccccc12	102	96	105	98	105	108	102	97	101
NC(Cc1ccccc1)=Nc1ccc(S(=O)(=O)O)cc1	104	96	100	102	.	111	101	91	105
CCOC(=O)c1nn(C2CCCCO2)c2ccc(NC(=O)CSc3nc4ccccc4[nH]3)cc12 (centres undefined)	89	77	114	68	81	88	102	113	107

Continued:
SMILES	KM12	SNB-75	HT29	SF-539	SNB-19	DU-145	HCC-2998	PC-3	SW-620
Cn1c(=O)c2c(nc(CCc3nc4c(c(=O)n(C)c(=O)n4C)n3C)n2C)n(C)c1=O	100	84	114	105	.	117	104	81	95
CC(Cl)Cc1ccccc1 (centres undefined)	112	86	99	95	112	110	88	99	102
C#CCOc1ccc(C(Nc2cc(Cl)ccc2Cl)c2nnnn2C2CCCCC2)cc1 (centres undefined)	92	95	93	95	86	98	90	77	92
FC(F)(F)c1ccc2nc(-c3nnc(-c4ccccc4)o3)c(Cl)nc2c1	101	100	105	99	103	102	108	94	96
OC(O)C(F)(F)F	108	91	105	101	113	110	103	102	110
Cc1ccc(CC(=O)O)c(C)c1	105	92	97	106	102	107	90	98	102
O=C1CC(c2ccsc2)C2=C(O1)C(=O)c1ccccc1C2=O (centres undefined)	108	85	107	104	105	108	108	100	106
NC(N)=NN=C(c1ccccc1)c1ccccc1	32	-7.0*	12	19	47	23	.	24	28
O=C1NC(=O)c2cccc3cccc1c23	105	.	107	97	97	108	105	96	102
CCOc1c(C#N)nnc2c(C#N)c(NC(=O)c3ccccc3)nn12	101	80	106	95	100	109	104	100	102
CSc1nc(-c2ccco2)c2c(N)nn(S(=O)(=O)c3ccc(Cl)cc3)c2n1	96	84	106	102	88	103	99	89	99
Cc1ccc(C2=C/C(=C\c3ccc(F)cc3)C(=O)N2CCc2ccc(S(N)(=O)=O)cc2)cc1	91	90	100	95	90	97	95	74	101
N#C/C(=C\c1ccc(-c2ccc(Br)cc2)o1)c1nc2ccccc2s1	100	67	106	96	97	110	118	100	94
Nc1nc2ccc([N+](=O)[O-])cc2[nH]1	117	77	102	98	99	126	110	102	112
CC(=O)c1ccccc1I	108	102	97	98	108	111	101	99	104
NC(N)=Nc1nc2ccccc2o1	96	111	.	96	100	89	82	58	96
CCOC(=O)c1c(C)nc2c(c1N)/C(=C/c1ccccc1[N+](=O)[O-])C(=O)N2c1cc(OC)c(OC)c(OC)c1	95	88	78	95	90	103	110	84	96
CC1(C)CC(=O)c2c(nc(Nc3nc4ccccc4s3)nc2-c2ccc(F)cc2)C1	95	77	84	104	102	103	104	88	90
O=Cc1ccc(-c2[nH]c(=S)[nH]c(=O)c2C(=O)Nc2ccc(O)cc2)cc1	101	176	106	114	93	114	110	106	110
CC(=O)N(C(C)=O)c1cccc(N(Cc2ccccc2)Cc2ccccc2)c1	96&112	97&87	100&104	105&107	99&94	92&110	98&107	86&84	99&103
CC(=O)Nc1ccc(-c2cc3c(NCc4ccc(F)cc4)ncnc3s2)cc1	99	70	102	57	58	86	90	81	98
CC1=C(C(=O)OCC2CCN(C(=O)OC(C)(C)C)CC2)[C@H](c2cccc(Br)c2)C2=C(CC(C)(C)CC2=O)N1	25	48	17	41	43	38	49	18	28
CCCC(CCC)NCCOC(=O)c1ccc(N)cc1	110	91	103	101	104	116	104	110	112
COc1cc(C2CC(c3cc(C)ccc3C)=NN2c2ccc(S(=O)(=O)NC(=O)NCc3ccccc3)cc2)cc(OC)c1OC (centres undefined)	42	63	74	64	65	90	54	33	76
CC(C)(C)C(=O)OCOP(=O)(OCOC(=O)C(C)(C)C)C1CC(O)N(O)C1=O (centres undefined)	33	51	6.7*	39	16	44	38	59	39

Next records.
SMILES	KM12	SNB-75	HT29	SF-539	SNB-19	DU-145	HCC-2998	PC-3	SW-620
COc1cc(/C=C/c2nnc(-c3cc(-c4ccc(Cl)c(Cl)c4)n[nH]3)o2)cc(OC)c1OC	111	88	103	101	104	116	101	.	117
Cc1noc2c(Cc3ccc([N+](=O)[O-])cc3)nn(CC(=O)N/N=C/c3ccc(Cl)cc3)c(=O)c12	70	45	62	8.2*	42	62	71	60	68
CCSC(SCC)C(O)C(O)C(O)COC(c1ccccc1)(c1ccccc1)c1ccccc1 (centres undefined)	89	81	92	104	81	116	110	47	89
COc1ccc2c(c1)oc1c(C)c3c(c(C)c12)C(=O)N(CCO)C3=O	101	97	84	93	97	97	102	88	96
COc1ccc(Oc2nc(Cl)ncc2NC(=O)Nc2c(Cl)cccc2Cl)cc1	102	86	100	97	96	111	103	89	105
O=C(CN1N=C(c2ccc(F)cc2)CCC1=O)Nc1nc2ccccc2s1	45	-49*	1.8*	-83*	94	85	96	5.7*	58
O=c1cc(Cn2cc(CSc3nc4ccccc4o3)nn2)c2c(ccc3ccccc32)o1	103	74	101	92	97	107	102	94	99
COc1ccc(NC(=O)/C=C(C)/C=C/C=C(C)/C=C/C2=C(C)CCCC2(C)C)cc1	89	66	72	33	110	101	98	63	69
CCc1c(Nc2ccc(C)c(C)c2)[nH]c(N)nc1=S	100	93	101	98	102	108	.	107	108
Cc1ccc(OC(=O)CCC(=O)Oc2ccc(C)cc2C)c(C)c1	99	100	110	101	105	106	.	87	101
Cc1ccc(/C(=N\N=C(N)N)C2CC2)cc1	114	97	108	119	107	120	.	104	97
Cn1ccnc1C(=O)/C=C/c1ccc(CC(=O)Nc2cc(C(F)(F)F)cc(C(F)(F)F)c2)cc1	63	58	66	67	67	73	84	56	71
Nc1ncnc2c1N=C(c1ccc(Cl)cc1)CC(c1sc(Cl)nc1Cl)N2 (centres undefined)	93	73	90	78	72	99	107	75	106
COc1ccc(CCNCCCOc2cc3c(Nc4ccc(S(=O)(=O)Nc5cc(C)on5)cc4)ncnc3cc2OC)cc1OC	110	93	103	94	101	109	116	102	101
COC(=O)c1c(C)c2n(c1C)C(=O)C(c1ccccc1)=C2	78	53	87	88	86	98	75	84	93
CCCCOc1ccc(OCCN2CCN(C(=O)OCC)CC2)cc1	94	111	87	101	99	102	101	86	107
CC1=C(C(=O)Nc2ccccc2)C(c2cccc([N+](=O)[O-])c2)C(C(=O)Nc2ccccc2)=C(C)N1	67	63	71	73	.	83	83	43	91
O=C(O)c1ccc(S)cc1	103	100	93	97	109	106	100	97	117

Sorted by heavy-atom count (rising): 14 of the compounds above
SMILES	KM12	SNB-75	HT29	SF-539	SNB-19	DU-145	HCC-2998	PC-3	SW-620
O=C(O)c1ccc(S)cc1	103	100	93	97	109	106	100	97	117
Cc1ccc(/C(=N\N=C(N)N)C2CC2)cc1	114	97	108	119	107	120	.	104	97
CCc1c(Nc2ccc(C)c(C)c2)[nH]c(N)nc1=S	100	93	101	98	102	108	.	107	108
COC(=O)c1c(C)c2n(c1C)C(=O)C(c1ccccc1)=C2	78	53	87	88	86	98	75	84	93
Cc1ccc(OC(=O)CCC(=O)Oc2ccc(C)cc2C)c(C)c1	99	100	110	101	105	106	.	87	101
CCCCOc1ccc(OCCN2CCN(C(=O)OCC)CC2)cc1	94	111	87	101	99	102	101	86	107
Nc1ncnc2c1N=C(c1ccc(Cl)cc1)CC(c1sc(Cl)nc1Cl)N2 (centres undefined)	93	73	90	78	72	99	107	75	106
O=C(CN1N=C(c2ccc(F)cc2)CCC1=O)Nc1nc2ccccc2s1	45	-49*	1.8*	-83*	94	85	96	5.7*	58
COc1ccc(Oc2nc(Cl)ncc2NC(=O)Nc2c(Cl)cccc2Cl)cc1	102	86	100	97	96	111	103	89	105
COc1ccc(NC(=O)/C=C(C)/C=C/C=C(C)/C=C/C2=C(C)CCCC2(C)C)cc1	89	66	72	33	110	101	98	63	69
COc1cc(/C=C/c2nnc(-c3cc(-c4ccc(Cl)c(Cl)c4)n[nH]3)o2)cc(OC)c1OC	111	88	103	101	104	116	101	.	117
CCSC(SCC)C(O)C(O)C(O)COC(c1ccccc1)(c1ccccc1)c1ccccc1 (centres undefined)	89	81	92	104	81	116	110	47	89
CC1=C(C(=O)Nc2ccccc2)C(c2cccc([N+](=O)[O-])c2)C(C(=O)Nc2ccccc2)=C(C)N1	67	63	71	73	.	83	83	43	91
COc1ccc(CCNCCCOc2cc3c(Nc4ccc(S(=O)(=O)Nc5cc(C)on5)cc4)ncnc3cc2OC)cc1OC	110	93	103	94	101	109	116	102	101
